TAAR1 ag = human TAAR1 agonists, primary screen, Fluo-8 calcium fluorescence, CHO RD-HGA16 cells; Trace amine-associated receptor 1 (Homo sapiens), Q96RJ0; hit rate 0.99% among 360,000; activation, % at 3 µM; vehicle wells 0%, saturating PEA agonist 100%;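 active = activation above the mean activation of all test compounds in the run plus 3 SD, cut at about 38% in these data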
Target sequence (Q96RJ0 whole entry, looked up): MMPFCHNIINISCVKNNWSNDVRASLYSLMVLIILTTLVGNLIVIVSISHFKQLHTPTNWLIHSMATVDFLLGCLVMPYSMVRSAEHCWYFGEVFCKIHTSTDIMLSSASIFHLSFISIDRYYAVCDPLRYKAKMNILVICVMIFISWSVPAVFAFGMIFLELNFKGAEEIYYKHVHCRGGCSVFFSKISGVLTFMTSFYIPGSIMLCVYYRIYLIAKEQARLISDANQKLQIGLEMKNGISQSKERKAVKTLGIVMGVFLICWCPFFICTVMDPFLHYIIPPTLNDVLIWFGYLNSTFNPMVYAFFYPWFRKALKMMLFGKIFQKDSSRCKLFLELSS
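Assay system – CHO-derived RD-HGA16 cells with stable Gα16 and human TAAR1 · Compound dosing – one-point dosing at 3 µM (nominal) · Incubation – 17-24 h seeding, 75 min 37 °C dye, 30 min RT · Measured by – kinetic Fluo-8 calcium fluorescence · Control set – DMSO vehicle as 0%, PEA at EC100 as 100% · Repeats – single well for each compound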
CHO-K1 Ca PAM = nonselective calcium activators in parental CHO-K1 cells, primary screen, counter-screen for M1 PAM project, cell-based, Fluo-8 calcium fluorescence, full deck, 1536-well | ATP EC20; 0% at ATP EC20, 100% at ATP max | activation, % at 3 µM | hit rate 0.02% among 360,000 | AID 602247, 2012;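 active = activation above the run cutoff, the mean activation of all test compounds plus 3 SD, cut at about 40% in these data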;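 note: peak over basal fluorescence ratio in a 140 s read after ATP addition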
CRFR2-BP ag = agonists of CRF-BP/CRF-R2 complex, primary screen, cell-based, HEK293, calcium dye fluorescence, uHTS; CRF-binding protein / CRF receptor 2 complex (human); calcium dye fluorescence (FLIPR); percent of saturating CRF peptide response; activation, % at 13.2 µM; hit rate 0.46% among 350,000;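 active = activation of at least 50%, plus an integration ratio under a set limit after plate pattern correction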;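 note: plate controls were neutral control wells without compound for no effect and CRF at EC100 for full effect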
CHRM5 agonist = human M5 muscarinic receptor agonists, primary screen, CHO-K1 cells, Fluo-8 calcium fluorescence; activation, % at 3 µM; CHO-K1 hM5 cells; 0% DMSO wells, 100% maximal acetylcholine response; hit rate 0.19% among 360,000; Muscarinic acetylcholine receptor M5 (Homo sapiens), P08912;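 active = activation above the run's mean over test compounds plus 3 SD, cut at about 23% in these data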;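 note: signal is peak over basal fluorescence ratio across the kinetic read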
M5 antag = human M5 muscarinic receptor antagonists, primary screen, CHO cells, Fluo-8 calcium fluorescence; Muscarinic acetylcholine receptor M5 (Homo sapiens), P08912; CHO-hM5 cells, ACh EC80; inhibition, % at 3 µM; hit rate 0.59% among 360,000;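 active = inhibition above a per-plate cutoff, the mean of that plate's test compounds plus 3 SD, cut at about 27% in these data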;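 note: 0% = acetylcholine EC80 with DMSO and 100% = DMSO without agonist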
M4 PAM = human M4 muscarinic receptor positive allosteric modulators, primary screen, CHO-K1 cells, Fluo-8 calcium fluorescence; Muscarinic acetylcholine receptor M4 (Homo sapiens), P08173; hit rate 0.4% among 360,000; activation, % at 3 µM; CHO-K1 hM4/Gqi5, ACh EC20; 0% = ACh EC20, 100% = maximal ACh;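 active = activation above its plate's cutoff, the mean activation of sample wells plus 3 SD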; note: some results filed as inactive read as strong as hits
Target sequence (P08173 whole entry, looked up): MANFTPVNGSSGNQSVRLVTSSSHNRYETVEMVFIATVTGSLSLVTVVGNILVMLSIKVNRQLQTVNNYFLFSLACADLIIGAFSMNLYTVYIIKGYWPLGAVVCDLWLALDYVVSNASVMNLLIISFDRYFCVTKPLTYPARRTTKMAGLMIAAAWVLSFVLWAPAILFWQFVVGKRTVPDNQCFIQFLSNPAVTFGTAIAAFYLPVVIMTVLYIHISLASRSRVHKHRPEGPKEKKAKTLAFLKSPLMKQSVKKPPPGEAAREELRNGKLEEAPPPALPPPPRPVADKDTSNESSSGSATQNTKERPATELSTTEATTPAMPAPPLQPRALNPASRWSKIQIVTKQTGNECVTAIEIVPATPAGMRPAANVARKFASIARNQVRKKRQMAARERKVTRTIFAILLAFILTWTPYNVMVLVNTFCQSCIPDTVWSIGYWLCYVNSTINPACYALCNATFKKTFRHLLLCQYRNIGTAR
M5 PAM = human M5 muscarinic receptor positive allosteric modulators, primary screen, CHO-K1 cells, Fluo-8 calcium fluorescence; AID 624038, 2012; hit rate 0.3% among 360,000; CHO-K1 hM5, ACh EC20 PAM; 0% = ACh EC20, 100% = ACh EC100; Muscarinic acetylcholine receptor M5 (Homo sapiens), P08912; activation, % at 3 µM;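 active = activation above the run cutoff, the mean activation of all test compounds plus 3 SD, cut at about 18% in these data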
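System: CHO-K1 hM5 cells. Reagent: acetylcholine, EC20 level. Compound dosing: single dose, 3 µM nominal final test concentration. Timing: Post-acetylcholine fluorescence recording 140 s. Detection: Fluo-8 calcium fluorescence. Read-out: % activation, ACh-normalized. Benchmarks: ACh EC20 and EC100 wells. Repeats: singlicate, one well per test compound.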
CRFBP-R2 block = antagonists of CRF-BP/CRF-R2 complex, primary screen, cell-based, HEK293, calcium dye fluorescence, uHTS; CRF-induced calcium fluorescence; inhibition, % at 11.8 µM; hit rate 0.59% among 350,000;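 active = inhibition of the ligand-induced calcium signal above about 50% at the single tested concentration, limit read from the data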
TAAR1 antagonist = human TAAR1 antagonists, primary screen, Fluo-8 calcium fluorescence, CHO RD-HGA16 cells; hit rate 1.5% among 360,000; AID 624466, 2012; inhibition, % at 3 µM; Trace amine-associated receptor 1 (Homo sapiens), Q96RJ0; antagonist;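 active = inhibition above a per-plate cutoff, the mean inhibition of test compounds on that plate plus 3 SD, cut at about 49% in these data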;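 note: 0% = DMSO plus EC80 beta-PEA response and 100% = DMSO alone without agonist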
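test system = CHO RD-HGA16 cells bearing hTAAR1 | replication = singlicate | controls = DMSO-only wells and EC80 β-PEA-stimulated wells | reagent = EC80 β-phenethylamine stimulus | read-out basis = percent inhibition of PEA-evoked calcium signal, max/basal emission ratio | schedule = seeding 17-24 h prior, 75-min 37 °C, 30-min RT dye loading | signal = kinetic Fluo-8 calcium fluorescence measurement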
* hit, by the source's call; nt = not tested or not shown.

SMILES	TAAR1 ag	CHO-K1 Ca PAM	CRFR2-BP ag	CHRM5 agonist	M5 antag	M4 PAM	M5 PAM	CRFBP-R2 block	TAAR1 antagonist
COc1ccc(OC(=O)N(C)C[C@H]2OCc3cnnn3CCCC(=O)N([C@@H](C)CO)C[C@H]2C)cc1	1	9	-0.9	0	-1	12	-2	-1	-16
Cc1cc(/C=C2\C(=O)NC(=O)N(C)C2=O)c(C)n1-c1ccc2c(c1)OCO2	5	7	-0.7	-6	1	9	3	-19	4
CNS(=O)(=O)c1ccc(-c2ccc(C=C3C(=O)NC(=O)NC3=O)o2)cc1	14	18	-0.7	1	6	-2	5	2	-5
CC1(O)CCN2C(=O)CCc3cccc1c32 (configuration not stated)	1	-5	0.7	-5	4	-5	2	-8	-9
O=C1N(c2nncs2)CCN1[N+](=O)[O-]	1	-3	-0.3	-4	3	-3	1	10	3
CCOc1ccc(N)cc1	1	14	1.2	5	7	1	0	1	5
COc1ccc(OCC(=O)N2CCN(C(C)C)CC2)cc1	6	4	-1.5	-1	6	-2	-4	-6	-18
COC(=O)C1=C(c2ccccc2)C[C@@H]2CC[C@H]1N2C(=O)N1CCCCC1	3	22	-2.5	0	10	-5	-2	4	-7
Cc1ccc(NC(=S)NCCc2cnc[nH]2)cc1C	9	8	0.9	-3	4	-1	-2	7	11
Nc1c(C(=O)OCc2ccccc2)c2nc3ccccc3nc2n1Cc1cccs1	5	-6	1.1	1	1	7	1	-10	-5
COCCCn1c(N)c(C(=O)Nc2sc3c(c2C(=O)OC)CCCC3)c2nc3ccccc3nc21	10	13	4.8	8	10	-5	-7	-31	17
CCOP(=O)(OCC)C(c1ccccc1)N(C)C=O (configuration not stated)	12	3	4.2	-2	1	1	-7	-9	3
CCOC(=O)c1cc2c(cn1)[C@@H](CCO)NC2	1	-3	-0.4	0	-1	0	-1	16	4
O=C1N(c2ccc(Cl)cc2)C(c2cccnc2)N2CCCN12 (configuration not stated)	16	10	2.0	6	12	3	-10	-1	15
NN=C1C(Cl)=C(Cl)C(Cl)=C1Cl	3	-7	2.9	-1	4	6	-7	-12	-9
O=C(Nc1cc(Cl)cc(Cl)c1)N1Cc2ccccc2-n2nncc2C1	4	9	-0.9	-1	8	4	-5	-6	1
CCCCn1c(O)c(C(C)=NCCN2CCOCC2)c(=O)[nH]c1=O	5	19	-1.9	1	-4	11	1	8	-18
Cc1ccc2c(c1)C1C[N+](C)(CC(=O)c3ccc(Cl)cc3Cl)CCC1N2C(=O)c1ccc(F)cc1 (configuration not stated)	16	-15	-2.8	2	11	1	-9	9	-35
Cc1cccc2c(CCN)c[nH]c12	7	-4	-0.7	0	2	2	-2	-11	-19
Cc1ccc(C(=O)C2CN3CCC2CC3)cc1 (configuration not stated)	8	16	2.5	-9	3	-11	-18	-1	-1
O=[N+]([O-])/C=C1/NCCN1Cc1ccc(Cl)nc1	4	-14	-2.5	0	6	1	-4	9	-7
CC(C)C(=O)Nc1nnc(CCN(CCc2nnc(NC(=O)C(C)C)s2)[N+](=O)[O-])s1	3	-9	0.0	7	-10	6	12	-4	-21
CCOc1cc2c(cc1OCC)-n1cccc1C(c1ccccc1F)NC2 (configuration not stated)	9	8	-0.8	-1	-2	3	1	-7	-9
C[C@]12CC[C@@H](O)CC1=CC(=O)C1C2CC[C@]2(C)C(=O)[C@H](O)CC12 (some centres not stated)	0	14	0.2	2	-11	4	0	-4	-15
O=C(COC(=O)Cc1ccccc1)Nc1ccc(SC(F)F)cc1	0	-4	-1.5	-2	13	-2	-9	-2	-2
CCOC(=O)c1c(/N=C/c2c(O)n(-c3ccccc3F)c(=S)[nH]c2=O)sc2c1CCCC2	9	-5	3.4	1	3	11	1	1	-13
Cc1ccc2c(c1)C1CN(C)CCC1N2C(=O)CCCN1C(=O)c2cccc3cccc(c23)C1=O (configuration not stated)	1	-4	1.7	-11	9	1	5	2	-13
CCOC(=O)c1cccc(-[n+]2c(-c3ccccc3)cc(-c3ccccc3)cc2-c2ccccc2)c1	10	-2	9.0	-12	24	-11	-33	-114	-9
CCOC(=O)C1(CCc2ccccc2)CCN(Cc2csc(C(C)=O)c2)CC1	4	3	0.0	-8	1	-4	-7	-4	0
CCN(CC(=O)Nc1ccc(C#N)c(Cl)c1)CC(=O)NC(C)(C)C	3	10	1.1	4	11	11	-3	-2	4

Eleven compounds out of the list, arranged by SMILES length, lowest first.
SMILES	TAAR1 ag	CHO-K1 Ca PAM	CRFR2-BP ag	CHRM5 agonist	M5 antag	M4 PAM	M5 PAM	CRFBP-R2 block	TAAR1 antagonist
NN=C1C(Cl)=C(Cl)C(Cl)=C1Cl	3	-7	2.9	-1	4	6	-7	-12	-9
O=C1N(c2nncs2)CCN1[N+](=O)[O-]	1	-3	-0.3	-4	3	-3	1	10	3
Cc1ccc(NC(=S)NCCc2cnc[nH]2)cc1C	9	8	0.9	-3	4	-1	-2	7	11
COc1ccc(OCC(=O)N2CCN(C(C)C)CC2)cc1	6	4	-1.5	-1	6	-2	-4	-6	-18
CCN(CC(=O)Nc1ccc(C#N)c(Cl)c1)CC(=O)NC(C)(C)C	3	10	1.1	4	11	11	-3	-2	4
Nc1c(C(=O)OCc2ccccc2)c2nc3ccccc3nc2n1Cc1cccs1	5	-6	1.1	1	1	7	1	-10	-5
CNS(=O)(=O)c1ccc(-c2ccc(C=C3C(=O)NC(=O)NC3=O)o2)cc1	14	18	-0.7	1	6	-2	5	2	-5
COC(=O)C1=C(c2ccccc2)C[C@@H]2CC[C@H]1N2C(=O)N1CCCCC1	3	22	-2.5	0	10	-5	-2	4	-7
CC(C)C(=O)Nc1nnc(CCN(CCc2nnc(NC(=O)C(C)C)s2)[N+](=O)[O-])s1	3	-9	0.0	7	-10	6	12	-4	-21
CCOC(=O)c1cccc(-[n+]2c(-c3ccccc3)cc(-c3ccccc3)cc2-c2ccccc2)c1	10	-2	9.0	-12	24	-11	-33	-114	-9
COc1ccc(OC(=O)N(C)C[C@H]2OCc3cnnn3CCCC(=O)N([C@@H](C)CO)C[C@H]2C)cc1	1	9	-0.9	0	-1	12	-2	-1	-16

Remaining list, next part
SMILES	TAAR1 ag	CHO-K1 Ca PAM	CRFR2-BP ag	CHRM5 agonist	M5 antag	M4 PAM	M5 PAM	CRFBP-R2 block	TAAR1 antagonist
Cn1c(O)c(C=NCCCC(=O)O)c(=O)n(C)c1=O	1	10	3.6	-1	18	0	-9	-16	-6
CCCS(=O)(=O)N1CCCC(C(=O)N2CCC3(CC2)OCCO3)C1 (configuration not stated)	4	13	1.3	0	-2	1	-2	15	-13
COC(=O)C1=CO[C@@H](C)[C@@H]2CN(CCc3c[nH]c4ccccc34)CC[C@H]12	-1	-16	-1.4	-5	49*	-14	-24	9	-38
CCCCn1c(O)c(C(C)=NCc2cccnc2)c(=O)[nH]c1=O	2	27	0.6	2	-2	0	5	8	-16
CCCC[N+]12C3C[C@H](C4[C@H](O)[C@]5(C[C@@H]41)c1ccccc1N(C)[C@@H]35)[C@H](CC)[C@H]2O (some centres not stated)	-1	6	-0.3	-6	1	3	0	-7	8
COc1cc(/C=C2/C(=O)NC(=O)N(c3ccccc3)C2=O)ccc1O	0	4	-0.3	-2	4	4	-1	-79	-5
CCCCn1nnnc1C(CCSC)N1CCC(n2c(=O)[nH]c3ccccc32)CC1 (configuration not stated)	17	8	nt	14	11	-9	-18	nt	65*
O=C1NC2C(=CC(O)C(O)C2O)c2cc3c(cc21)OCO3 (configuration not stated)	4	21	-1.3	2	-4	4	8	39	-35
CCC1=C(C)C(N2CCOCC2)=NP(N2CCOCC2)(N2CCOCC2)=N1	3	14	0.3	-1	-8	-1	1	-11	-1
Cc1cc(/C=C2\C(=O)NC(=O)N(c3cccc(F)c3)C2=O)c(C)n1-c1cc(C(=O)O)cc(C(=O)O)c1	12	25	6.2	3	-3	6	5	7	-16
COC(=O)C1C2c3ccccc3OC1(C)N=c1s/c(=C/c3cnn(C)c3)c(=O)n12 (configuration not stated)	8	5	-0.8	0	4	-6	-1	2	-16
COC(=O)C1=C(c2cccc(OC)c2OC)C[C@@H]2CC[C@H]1N2C(=O)NCc1ccco1	8	7	1.0	-2	7	2	1	7	14
N#CC(CCN1CCOCC1)(c1ccccc1)c1ccccc1	1	13	-1.7	-12	28*	-7	-15	-12	-38
c1ccc2c(c1)OCC(C1=NCCN1)O2 (configuration not stated)	20	19	2.3	-1	-6	2	2	-7	-8
O=S(=O)(c1cccc(C(F)(F)F)c1)N1Cc2ccccc2-n2nncc2C1	2	-5	0.3	2	-2	-3	-5	0	29

One compound at a time, as listed above. Order of values: TAAR1 ag | CHO-K1 Ca PAM | CRFR2-BP ag | CHRM5 agonist | M5 antag | M4 PAM | M5 PAM | CRFBP-R2 block | TAAR1 antagonist
Shown for `c1ccc2c(c1)OCC(C1=NCCN1)O2` (configuration not stated) : 20 | 19 | 2.3 | -1 | -6 | 2 | 2 | -7 | -8
Shown for `COC(=O)C1=C(c2cccc(OC)c2OC)C[C@@H]2CC[C@H]1N2C(=O)NCc1ccco1` : 8 | 7 | 1.0 | -2 | 7 | 2 | 1 | 7 | 14

These rows are one share of the data (hit frequency here may not be typical).
